HIV fusion peptide – inhibitors of HIV fusion peptide binding, primary screen, biochemical, uHTS, fluorescence dequenching (AID 1986). inhibition, % at 20 µM; hits with a dose series show IC50 in µM. 290,000 compounds, 0.3% hits. cell-free peptide binding, fluorescence dequenching, 30 min; higher % means a stronger effect; in the data active = inhibition mostly above about 52%, no sharp cut-off; inactive = mostly below about 76%; note: some results filed as inactive read as strong as hits
AID2073 – disruptors of CaV2.2 binding to Mint1 – biochemical, HTRF (AID 2073). HTRF protein-protein interaction, Mint1-CaV2.2; higher % means a stronger effect. inhibition, % at 20 µM; hits with a dose series show IC50 in µM. 290,000 compounds, 0.19% hits; in the data active = inhibition mostly above about 51%, no sharp cut-off; inconclusive = no clear call, values can overlap the other calls; inactive = mostly below about 53%; note: some results filed as inactive read as strong as hits
GPR55 antagonists – inhibition of LPI-stimulated GPR55 beta-arrestin translocation – imaging, U2OS, beta-arrestin-GFP, LPI agonist, primary screen (AID 2013); U2OS GPR55 beta-arrestin-GFP translocation imaging, LPI antagonism; higher % means a stronger effect; one-dose inhibition, % at 10 µM; IC50 in µM for titrated hits; 290,000 compounds, 0.13% hits;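 active = spots per cell inhibited over 60%, with over 100 cells counted and total cytoplasm intensity under 500,000; inconclusive = wells with under 100 cells, flagged as likely toxic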;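 note: U2OS cells stably carrying GPR55 and arrestin-GFP stimulated by 5 µM LPI near EC80; imaged beta-arrestin-GFP aggregate spots per cell after agonist stimulation; plate controls were LPI-stimulated DMSO wells for no effect and DMSO wells without LPI for full effect; some results filed as inactive read as strong as hits; confirmed hits need IC50 under 10 µM and bright autofluorescent wells are also inconclusive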
GPR35 antagonists – GPR35 antagonists blocking zaprinast-driven arrestin recruitment, primary screen, imaging, U2OS, beta-arrestin-GFP, zaprinast agonist (AID 2058); U2OS GPR35 beta-arrestin-GFP translocation imaging, zaprinast antagonism; higher % means a stronger effect; inhibition, % at 10 µM, or IC50 in µM where a hit was titrated; 290,000 compounds, 0.052% hits;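 active = inhibition of at least 50% with at least 30 cells and total cytoplasm GFP at most 10,000,000; inconclusive = under 30 cells or total GFP of 10,000,000 plus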
Dengue-2 NS5 capping – Dengue-2 NS5 methyltransferase inhibitors, primary screen, biochemical, confirmation dose response (AID 588689); Dengue-2 NS5 methyltransferase capping enzyme assay, biochemical; higher % means a stronger effect; inhibition, % at 25 µM, or IC50 in µM where a hit was titrated; 340,000 compounds, 0.3% hits; in the data active = a potency from the dose series; inconclusive = inhibition above about 29% without an active follow-up result
NTR1 agonist – NTR1-driven beta-arrestin-GFP spot formation – imaging, U2OS cells, high content, primary screen (AID 493036); P30989; agonist mode; activation, % at 20 µM; 330,000 compounds, 0.17% hits;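 active = activation at or above 40% of the spot to cytoplasm intensity ratio, with at least 20 cells analyzed; inconclusive = wells under 20 cells, flagged as cytotoxic or low count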;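 note: 0% = DMSO without peptide and 100% = 100 nM NTR1 peptide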
Target sequence (P30989 whole entry, looked up): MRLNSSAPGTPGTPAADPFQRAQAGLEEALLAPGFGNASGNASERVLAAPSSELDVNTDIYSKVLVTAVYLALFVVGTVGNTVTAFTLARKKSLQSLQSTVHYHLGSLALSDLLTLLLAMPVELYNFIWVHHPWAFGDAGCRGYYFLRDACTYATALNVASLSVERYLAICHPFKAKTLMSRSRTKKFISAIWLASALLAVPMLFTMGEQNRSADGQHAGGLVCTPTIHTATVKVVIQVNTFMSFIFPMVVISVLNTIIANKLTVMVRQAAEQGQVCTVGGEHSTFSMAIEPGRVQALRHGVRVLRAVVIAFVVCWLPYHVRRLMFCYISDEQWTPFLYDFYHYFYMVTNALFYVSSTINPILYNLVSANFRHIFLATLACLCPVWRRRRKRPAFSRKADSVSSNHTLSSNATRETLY
GPR55 beta-arrestin – GPR55 agonists via beta-arrestin recruitment, primary screen, imaging, U2OS cells, beta-arrestin-GFP redistribution (AID 1961); U2OS GPR55 beta-arrestin-GFP redistribution imaging; higher % means a stronger effect; activation, % at 10 µM; hits with a dose series show EC50 in µM; 290,000 compounds, 0.048% hits;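 active = activation above 40% with more than 50 cells counted in the well; inconclusive = wells holding fewer than 50 cells, flagged as toxic or sparse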;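 note: U2OS osteosarcoma cells stably expressing GPR55 and beta-arrestin-GFP; plate controls were DMSO negative control for no effect and LPI positive control for full effect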
K1F lysis inhibition – inhibition of K1F phage lysis, E. coli UTI89, bacterial capsule biogenesis inhibitors, alamar blue (AID 488966); E. coli UTI89 K1F phage lysis, alamar blue, 2 h; higher % means a stronger effect; one-dose inhibition, % at 100 µM; IC50 in µM for titrated hits; 340,000 compounds, 0.02% hits;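 active = phage lysis inhibition, versus mean bacterial control, above a set limit; inconclusive = no clear call, values can overlap the other calls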;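 note: capsule biogenesis inhibitors block K1F phage lysis so surviving cells raise fluorescence; higher fluorescence means more inhibition of phage lysis; actives were called in the ten point dose series up to 300 µM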
Siah-1 displacement – Siah-1 peptide-binding antagonists, primary screen, biochemical, fluorescence polarization, rhodamine-plectin, uHTS (AID 1817); 290,000 compounds, 0.02% hits; Siah-1 / rhodamine-plectin peptide fluorescence polarization; higher % means a stronger effect; displacement, % at 20 µM, or IC50 in µM where a hit was titrated;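 active = displacement of at least 50% at 20 µM, with a fluorescence ratio check between 0.3 and a set limit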;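 note: plate controls were Siah plus tracer with DMSO for no effect and tracer alone without Siah for full effect; strong numbers were not always called active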
NTR1 agonist cell count 20 µM – also measured in NTR1 agonist; calls as there; cell count; measured here: cell count, cytotoxicity flag
* = called active by the depositor; ? = inconclusive; · = no result given; [ ] = remark or other dose.

SMILES | HIV fusion peptide | AID2073 | GPR55 antagonists | GPR35 antagonists | Dengue-2 NS5 capping | NTR1 agonist | NTR1 agonist cell count 20 µM | GPR55 beta-arrestin | K1F lysis inhibition | Siah-1 displacement
CCOC(=O)C1CCN(C(=S)Nc2cccc(C)c2)CC1 | 0.3% | -9.9% | 10.0% | -4.0% | -9.7% | 0.5 | 50 | -0.3% | -0.1% | 4.2%
Oc1ccc(C=NCCc2ccccc2)cc1 | 1.1% | 9.7% | 9.0% | 3.2% | 0.0% | 3.2 | 74 | 0.0% | 0.2% | 0.4%
O=c1cc(-c2ccccc2F)nc(-c2ccccc2F)o1 | 1.7% | 0.1% | 12.7% | 1.3% | 0.0% | -0.1 | 66 | 0.2% | 0.0% | 4.5%
CC1CCN(C(=O)CCC(=O)Nc2nnc(C3CCCCC3)s2)CC1 | 0.5% | -1.2% | 1.4% | 2.4% | -4.4% | 0.7 | 57 | -0.1% | 0.3% | -4.7%
O=C(NCCc1ccccc1)c1cccc(N2C(=O)C3CC=CCC3C2=O)c1 (configuration not stated) | 3.8% | 8.5% | 15.0% | -8.2% | -3.0% | 0.9 | 77 | -1.0% | 0.3% | 3.8%
CCOc1ccc(-c2nnc(SCC(=O)Nc3cc(C)on3)o2)cc1 | 2.5% | 15.0% | 19.3% | -0.4% | 0.0% | -0.3 | 77 | -0.1% | 0.3% | 21.3%
COc1cccc(C2C(C#N)=C(N)N(N(C)C)C3=C2C(=O)CCC3)c1 (configuration not stated) | -0.7% | 15.6% | 10.3% | 0.0% | 2.6% | -1.3 | 38 | 0.0% | -0.5%[50 µM] | 8.2%
COc1cccc(NC(=O)CCCn2c(=O)[nH]c3ccccc3c2=O)c1 | 4.6% | -5.0% | 2.3% | -5.6% | -4.8% | -1.1 | 72 | -0.1% | 0.1% | -0.6%
CC1CC(C)(C)Nc2ccc(OC(=O)c3ccco3)cc21 (configuration not stated) | -2.4% | -42.2% | 16.4% | 0.9% | 37.6% | -1.1 | 40 | -0.1% | 0.7% | -3.1%
Cc1cccc(OCc2ccc(C(=O)Nc3ccc(F)cc3)cc2)c1 | -0.3% | 21.2% | 2.3% | -1.1% | -0.7% | -1.6 | 48 | 0.1% | 0.8% | 6.8%
CNc1ccc(/C=C/C(=O)c2cccc3ccccc23)cc1[N+](=O)[O-] | 2.0% | 7.7% | 29.4% | 2.7% | -1.4% | 7.7 | 66 | 0.8% | -4.9% | 6.0%
Cc1cc2oc(=O)cc(CN3CCOCC3)c2cc1Cl | 0.9% | -4.2% | 12.1% | 3.4% | -0.9% | 0.4 | 74 | -0.1% | 1.5% | -0.7%
COc1ccc(NC(=O)CCC(=O)Nc2nnc(CC(C)C)s2)cc1Cl | -0.8% | 21.6% | 18.8% | 14.4% | -2.3% | -0.5 | 61 | 0.0% | 0.3% | 3.0%
CC1(C)CC(=O)C(N=Nc2ccc(Br)cc2)=C(O)C1 | -1.8% | -5.6% | 0.9% | -6.8% | · | 2.0 | 42 | -0.3% | · | -9.1%
COc1ccc(CC(=O)NCC(=O)N/N=C/c2sccc2C)cc1 | 2.6% | 26.2% | 3.2% | -8.7% | -1.3% | 1.0 | 68 | -0.2% | -0.1% | -3.1%
CCOc1ccccc1N(C(=O)CNC(=O)c1ccco1)C(C(=O)NC1CCCC1)c1ccncc1 (configuration not stated) | 0.9% | 2.7% | -4.6% | -0.2% | -0.9% | -0.9 | 66 | -0.2% | 0.2% | 1.9%
N#C/C(=C/c1cccc([N+](=O)[O-])c1)c1nnc2n1CCCCC2 | 2.5% | -2.1% | 1.0% | -3.7% | -6.6% | 0.5 | 59 | 0.1% | 3.8% | 19.7%
COc1ccc(CC(=O)Oc2ccc(C#N)cc2)cc1 | -0.4% | 13.5% | -21.4% | -2.9% | -3.9% | 1.2 | 72 | 0.3% | 0.6% | -7.6%
O=C(c1ccccc1Cl)N1CCN(S(=O)(=O)c2cccs2)CC1 | 1.1% | -1.5% | 19.7% | -18.8% | 4.2% | 0.4 | 57 | -0.1% | 0.1% | 5.9%
O=c1[nH]c(/C=C/c2ccc(Cl)cc2Cl)c([N+](=O)[O-])c(=O)[nH]1 | 14.2% | 8.9% | 19.4% | 14.4% | 49.1µM* | 0.9 | 58 | -0.1% | -0.2% | -4.9%
Cc1cccc(N(Cc2cc3ccccc3[nH]c2=O)C(=O)c2cccs2)c1 | -0.3% | 4.9% | -4.8% | 15.2% | -4.6% | 2.9 | 51 | -0.1% | 0.3% | 0.5%
Cc1ccc(N2CCN(S(=O)(=O)c3ccc4c(c3)NC(=O)C(C)C(=O)N4)CC2C)cc1 (configuration not stated) | 0.0% | 1.7% | -9.0% | -7.4% | -3.5% | 3.1 | 58 | 0.6% | -0.1% | 0.2%
N#Cc1cc2c(nc1SCC(=O)Nc1sc3c(c1C#N)CCC3)CCC2 | 1.8% | -2.8% | 9.1% | -11.6% | 5.6% | 6.0 | 52 | -0.1% | 0.8% | -1.0%
COc1ccc(/C=C/C(=O)O)cc1S(=O)(=O)N1CCc2ccccc2C1 | 5.4% | 3.6% | 0.3% | -12.5% | -1.5% | -0.3 | 75 | -0.1% | 0.1% | 0.0%
O=C(CNC(=S)N(Cc1ccccc1)Cc1cccs1)NCc1ccc(F)cc1 | 0.1% | -21.8% | 41.8% | -24.2% | -2.2% | · | · | -0.2% | 0.1% | 8.0%
Cc1nc(SCC(=O)NCc2ccco2)nc(C)c1C | -0.6% | -5.6% | -4.4% | -7.8% | 4.5% | -0.1 | 78 | 0.3% | 0.2% | -4.1%
O=C(CCc1ccncc1)N1CCCC(Nc2ccc(F)cc2)C1 (configuration not stated) | -1.7% | -7.9% | 14.9% | -1.4% | -7.2% | 0.7 | 60 | 0.0% | 0.7%[50 µM] | 7.7%
O=C(c1ccc(CNc2c(N3CCCC3)c(=O)c2=O)cc1)N1CCc2ccccc2C1 | -3.7% | 0.8% | -3.9% | -7.3% | -4.2% | -2.3 | 98 | -0.2% | -0.3% | 0.5%
COc1cc(/C=N/Nc2nc(-c3ccc(S(=O)(=O)N(C)C)cc3)cs2)ccc1O | -3.2% | 1.0% | 13.3% | 7.4% | -3.5% | 70.5* | 61* | 0.3% | 0.1% | 12.1%
CC1(C)CC(=O)C(C(=S)Nc2ccccc2)=C(NC2CC(C)(C)NC(C)(C)C2)C1 | 2.5% | 2.8% | -1.3% | -2.0% | -2.7% | -1.1 | 81 | 0.2% | 0.2% | -0.8%

Among those listed so far, three have a furan ring, fused or not.
SMILES | HIV fusion peptide | AID2073 | GPR55 antagonists | GPR35 antagonists | Dengue-2 NS5 capping | NTR1 agonist | NTR1 agonist cell count 20 µM | GPR55 beta-arrestin | K1F lysis inhibition | Siah-1 displacement
CC1CC(C)(C)Nc2ccc(OC(=O)c3ccco3)cc21 (configuration not stated) | -2.4% | -42.2% | 16.4% | 0.9% | 37.6% | -1.1 | 40 | -0.1% | 0.7% | -3.1%
CCOc1ccccc1N(C(=O)CNC(=O)c1ccco1)C(C(=O)NC1CCCC1)c1ccncc1 (configuration not stated) | 0.9% | 2.7% | -4.6% | -0.2% | -0.9% | -0.9 | 66 | -0.2% | 0.2% | 1.9%
Cc1nc(SCC(=O)NCc2ccco2)nc(C)c1C | -0.6% | -5.6% | -4.4% | -7.8% | 4.5% | -0.1 | 78 | 0.3% | 0.2% | -4.1%

Next section
SMILES | HIV fusion peptide | AID2073 | GPR55 antagonists | GPR35 antagonists | Dengue-2 NS5 capping | NTR1 agonist | NTR1 agonist cell count 20 µM | GPR55 beta-arrestin | K1F lysis inhibition | Siah-1 displacement
CN1CCN(Cc2cc(Cl)c3cccnc3c2OC(=O)c2cccs2)CC1 | -0.7% | 0.2% | -6.1% | 22.2% | 4.5% | 0.1 | 59 | -0.3% | 0.2% | -2.3%
CCOC(=O)/C=C1\CN(Cc2ccc(OC)cc2)S(=O)(=O)c2ccccc21 | 2.2% | 4.4% | 1.0% | 19.6% | 4.8% | -7.0 | 54 | 0.6% | 0.1% | -2.1%
O=C(NCCCN=C1NS(=O)(=O)c2ccccc21)c1ccccc1Cl | 0.3% | 1.6% | -1.6% | 8.3% | -4.2% | 1.0 | 58 | 0.0% | 0.6% | -8.3%
O=C(CSc1ccc(-c2ccccn2)nn1)c1ccc(F)cc1 | 1.3% | 2.0% | 6.4% | 3.1% | -6.4% | -0.6 | 57 | -0.2% | -0.2% | 0.1%
COC(=O)C1=C(N)c2ccccc2C1(C#N)c1ccccc1 (configuration not stated) | -0.1% | 1.0% | 1.76µM* | -10.9% | 11.3% | -0.4 | 52 | 0.2% | -0.6% | 3.9%
O=C(Nc1ccc(S(=O)(=O)N2CCOCC2)cc1)c1cccnc1 | -0.9% | 6.5% | 4.4% | -7.5% | -7.7% | -0.4 | 43 | 0.0% | -1.1% | 2.4%
Cc1cc(C)n(-c2ccc(F)cc2)c(=O)c1C(=O)O | 0.0% | 0.9% | 0.5% | -4.8% | -8.2% | -2.8 | 78 | 0.3% | -0.2% | -0.2%
CC(C)C(=O)Nc1cc(=O)[nH]c2ncnn12 | 0.9% | -10.4% | 5.0% | -5.3% | -2.4% | -0.4 | 88 | 0.3% | 0.0% | 2.5%
CCN1C(=O)/C(=C2/Sc3ccccc3N2CC)SC1=S | 7.6% | 10.5% | -2.1% | -3.7% | ? | 8.7 | 60 | -0.2% | 0.6% | -4.0%
Cc1ccc(N(CCC(=O)O)S(=O)(=O)c2ccccc2)cc1 | -2.7% | 1.9% | -0.4% | 0.7% | 1.4% | -0.3 | 57 | -0.2% | -0.1% | 2.0%
Cc1ccc2nc(N(CCCN(C)C)C(=O)c3sc4ccccc4c3Cl)sc2c1 | -0.9% | 2.2% | 37.9% | -2.9% | -2.6% | -0.2 | 62 | 0.2% | -0.7% | 0.4%
Cn1c(SCC(=O)O)nnc1-c1cccc(NC(=O)c2cccc3ccccc23)c1 | 0.7% | -12.3% | 0.2% | -0.6% | -12.4% | 1.9 | 66 | 0.0% | -1.3%[50 µM] | 10.6%
O=C1NC2(CCCCCC2)C(=O)N1Cc1ccc(F)cc1Cl | 1.0% | -6.0% | 6.6% | 2.9% | -12.2% | 1.4 | 51 | -0.2% | 0.0% | 0.2%
CCC(C)(C(=O)NC1CCCC1)N(Cc1cccs1)C(=O)c1ccccn1 (configuration not stated) | 0.7% | -8.8% | 3.5% | 0.2% | -0.7% | -0.7 | 44 | 0.0% | -0.3% | 26.3%

Screening results deposited in PubChem BioAssay by several laboratories.
